Compound activity as filed in PubChem.
D1 antagonist – antagonists of human D1 dopamine receptor; activity change, negative = inhibition, % at 10 µM; HEK293 TREx D1 cells, calcium flux, dopamine EC80; hits give low values; P21728; 360,000 compounds, 3.2% hits; in the data active = activity change below about -30%; note: % is set by controls: 0 for no effect and ±100 for the full control effect
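Allosteric or orthosteric antagonism assessed as attenuation of the calcium response to EC80 dopamine, added 180 s after compound, in induced HEK293 Trex D1 cells loaded with no-wash calcium dye.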
RXFP1 antag – antagonists of human relaxin receptor RXFP1. AID 1259400. 350,000 compounds, 0.59% hits. Q9HBX9. HEK293-RXFP1, relaxin-stimulated cAMP HTRF, 30 min; hits give low values. activity change, negative = inhibition, % at 57.5 µM;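 active = activity change of -60% or lower, but not beyond a set lower limit; inconclusive = change between -60% and -40%, or beyond the set limit; inactive = change above -40%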; note: % is set by controls: 0 for no effect and ±100 for the full control effect
D1 ag – activates the human D1 dopamine receptor; 360,000 compounds, 1% hits; HEK293 T-REx D1 cells, calcium flux, agonist mode; P21728; AID 504660; activation, % at 2 µM; in the data active = activation above about 30%; note: 0% is about no effect
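Inducible HEK293 T-REx D1 cells, force-coupled to calcium signalling, were plated at 4000 cells/well with tetracycline and held overnight at 30 C. After no-wash calcium dye loading, compound-evoked calcium rise over 180 s flagged agonists.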
D1 PAM – human D1 dopamine receptor positive modulation; HEK293 TREx D1 cells, calcium flux, dopamine EC20 potentiation; 360,000 compounds, 0.036% hits; AID 504651; P21728; potentiation, % at 10 µM; in the data active = potentiation above about 30%; note: 0% is about no effect
RXFP1 ag – agonists of human relaxin receptor RXFP1; Q9HBX9; HEK293T-RXFP1 cAMP TR-FRET, 30 min; response scale: percent of porcine relaxin response, buffer zero; Potency, µM (highest dose often 57.5 µM), inactives show at the top dose activation, hits mostly activators; 370,000 compounds, 0.3% hits; AID 2676; note: potency is the fitted concentration of half-maximal effect; % is set by controls: 0 for no effect and ±100 for the full control effect; nearly all actives have a fitted effect of over 60% in size; many of its hits are not listed in these tables
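Agonist response is measured as cAMP accumulation in an RXFP1-transfected HEK293T line under PDE4 inhibition. Values are scaled between buffer-only and 29 nM porcine relaxin, and EC50s come from standard Hill equation fits.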
Vif-A3F inh – blocks the Vif interaction with APOBEC3F | AID 602313 | 390,000 compounds, 0.2% hits | Potency, µM (top dose mostly 46.1 µM), without a hit: at the highest dose activity, negative = active | HeLa A3F-eYFP + Vif (tagged APOBEC3F with the HIV-1 protein that degrades it), YFP fluorescence increase; note: potency is the fitted concentration of half-maximal effect; % of control where 0% means no effect; nearly all actives have a fitted effect of over 65% in size
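HeLa cells stably expressing A3F-eYFP plus Vif, plated and incubated overnight at 37 deg C, then exposed to compounds overnight at 37 deg C. Blocked degradation read as raised yellow fluorescence (Ex 488/Em 500-530).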
D2 PAM – positively modulates the human D2 dopamine receptor allosterically; HEK293 T-REx D2, calcium flux, EC20 dopamine potentiation; potentiation, % at 10 µM; 340,000 compounds, 0.34% hits;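 active = potentiation over 3 SD above the plate norm, cut at about 30% in these data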; note: 0% is about no effect
Target sequence (P14416 whole entry, looked up): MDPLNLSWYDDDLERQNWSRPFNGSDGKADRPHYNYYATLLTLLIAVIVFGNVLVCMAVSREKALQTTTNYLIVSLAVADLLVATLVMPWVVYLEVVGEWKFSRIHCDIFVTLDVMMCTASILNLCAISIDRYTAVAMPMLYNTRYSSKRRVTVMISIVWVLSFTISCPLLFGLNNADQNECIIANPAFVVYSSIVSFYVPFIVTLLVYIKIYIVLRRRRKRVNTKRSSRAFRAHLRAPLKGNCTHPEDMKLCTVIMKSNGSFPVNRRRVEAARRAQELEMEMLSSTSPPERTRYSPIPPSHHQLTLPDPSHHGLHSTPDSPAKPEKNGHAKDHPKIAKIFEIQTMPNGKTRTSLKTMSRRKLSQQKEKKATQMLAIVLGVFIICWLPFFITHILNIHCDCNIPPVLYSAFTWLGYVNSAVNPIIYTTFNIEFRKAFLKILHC
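Potentiation of an EC20 dopamine calcium response measured kinetically over 180 s, after a preceding 180 s compound-only read flagging agonists. Cells: inducible Hek293 Trex D2 line, 4000/well, cultured overnight at 30 C before dye loading.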
Vif-A3G inh – Vif-A3G binding inhibition | Q9HC16 | HeLa A3G-eYFP + Vif (tagged APOBEC3G with the HIV-1 protein that degrades it), YFP fluorescence, overnight | Potency, µM (series often up to 46.1 µM), for the others: at the top dose activity, negative = active, usual class: inhibitors | 410,000 compounds, 0.076% hits | AID 602310;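 note: potency is the fitted concentration of half-maximal effect; % is set by controls: 0 for no effect and ±100 for the full control effect; nearly all actives have a fitted effect of over 60% in size; hits raise eYFP signal because A3G escapes Vif-driven loss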
Target sequence (Q9HC16 whole entry, looked up): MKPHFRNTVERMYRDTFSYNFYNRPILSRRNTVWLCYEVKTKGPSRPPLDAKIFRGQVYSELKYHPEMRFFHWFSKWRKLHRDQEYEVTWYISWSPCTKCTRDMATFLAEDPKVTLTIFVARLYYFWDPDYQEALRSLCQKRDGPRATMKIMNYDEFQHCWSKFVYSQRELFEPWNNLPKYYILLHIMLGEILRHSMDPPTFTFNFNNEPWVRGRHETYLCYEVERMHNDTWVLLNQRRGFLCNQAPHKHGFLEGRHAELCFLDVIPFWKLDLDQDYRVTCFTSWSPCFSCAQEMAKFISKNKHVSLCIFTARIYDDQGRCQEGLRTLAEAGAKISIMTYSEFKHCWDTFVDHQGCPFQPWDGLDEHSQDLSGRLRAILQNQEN
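Read-out is eYFP fluorescence (Ex 488/Em 500-530) from Vif-expressing HeLa A3G-eYFP cells; more signal means A3G escaped Vif-mediated degradation. Cells plated overnight, compound pinned in, incubated overnight at 37 deg C.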
GRP78 ERSR act – inducers of ER stress response in human glioma cells. U87-MG GRP78 promoter luciferase reporter, 16 h. Potency, µM, for the others: top-dose activation, usual class: activators. 420,000 compounds, 0.02% hits. AID 602332; note: potency is the fitted concentration of half-maximal effect; series mostly up to about 76 µM; % of control where 0% means no effect; nearly all actives have a fitted effect of over 35% in size
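Stably transfected U87-MG human glioma cells carrying a GRP78-based luminescent sensor were seeded at 1000 cells/well, pin-dosed with compounds and incubated 16 h. Luciferase reagent was then added, and end-point luminescence was read after 10 min at room temperature.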
Starred values were filed as active, the others as inactive; u = inconclusive; x = no result given; & = joins results of further samples. Unless noted, calls come from the whole dose curve; as a rule, active = well fitted curve in the direction sought with a large enough effect; inconclusive = small, poorly fitted or top-dose-only effect, or another doubt; inactive = no such curve, though single readings can be large; an effect the other way counts as inactive or inconclusive.

| mol | D1 antagonist | RXFP1 antag | D1 ag | D1 PAM | RXFP1 ag | Vif-A3F inh | D2 PAM | Vif-A3G inh | GRP78 ERSR act |
| --- | --- | --- | --- | --- | --- | --- | --- | --- | --- |
| O=C(NCc1ccccc1)C1CCCN1C(=O)Nc1ccccc1[N+](=O)[O-] (centres undefined) | -31* | 0 | 1 | 11 | 1.6% | -2% | -1 | 3% | -3% |
| CCOC(=O)NN1C(=O)c2ccccc2NC1c1ccc(OC)c(OC)c1 (centres undefined) | 13 | -7 | 0 | -4 | 3.7% | -15% | 7 | 4% | -4% |
| Cc1ccc(NC(=O)C2CCN(c3cnccn3)CC2)cc1 | -20 | 5 | -1 | -12 | 5.5% | 1% | -7 | -1% | -2% |
| O=C(CSc1nc(O)cc(=O)n1-c1ccccc1)Nc1ccc2c3c(cccc13)CC2 | -8 | u | 2 | -1 | 1.7% | 2% | x | -1% | -3% |
| COc1ccc(OC)c(/C=N/NC(=O)c2[nH]ncc2Br)c1 | 2 | -3 | -1 | -1 | 0.7% | -2% | 2 | 0% | -2% |
| O=C(CCS(=O)(=O)c1ccc(Cl)cc1)N1CCN(S(=O)(=O)c2cccs2)CC1 | -17 | -5 | 8 | -5 | 2.1% | 9% | 11 | 1% | -4% |
| Cc1ccccc1N/N=C/c1c(C)nc2ccccn12 | 1 | 6 | 1 | 0 | 6.8% | 4% | -3 | -5% | 3% |
| O=C(COC(=O)/C=C/c1ccc(F)cc1)Nc1ccc(Cl)cn1 | 0 | -3 | 2 | 8 | 0.6% | -1% | -3 | 1% | 4% |
| Cc1c(NC(=O)c2ncn[nH]2)cccc1-c1nc2ccccc2s1 | -6 | 12 | 3 | -5 | u | -8% | -5 | 1% | -2% |
| CCc1sc(C(=O)N2CCc3cc(OC)c(OC)cc3C2CC(=O)O)cc1C (centres undefined) | 6 | 4 | 2 | -3 | 0.7% | 6% | -1 | 2% | -4% |
| O=C(O)Cn1cnc2scc(-c3cccs3)c2c1=O | -8 | -5 | 2 | -2 | 6.3% | 4% | 2 | 0% | -3% |
| COc1cc2c(C(=O)N3CCN(c4ccccc4C)CC3)c(C)oc2cc1Br | -8 | x | 3 | 18 | 1.3% | -3% | 3 | 3% | -4% |
| CC(=O)c1ccc(NC(=O)CSC(=S)N2CCCC2)cc1 | -1 | 1 | 3 | 0 | -0.6% | -5% | 18 | -1% | 2% |
| COc1ccc2cc(C)c3nnc(SCC(=O)Nc4nc(-c5ccc(F)cc5)cs4)n3c2c1 | -11 | -9 | 2 | -10 | 0.9% | -16% | 5 | 3% | -2% |
| O=[N+]([O-])c1ccc(NN=Cc2ccccc2)nc1 | x | -13 | x | x | x | -6% | x | -7% | 5% |
| Cc1ccc(N2C(=O)c3ccc(C(=O)N4CCN(c5cccc(C)c5C)CC4)cc3C2=O)cc1 | -2 | -5 | 0 | 4 | 0.0% | 6% | -5 | -1% | -1% |
| COc1cc(OC)cc(N(C(=O)c2ccco2)C(C(=O)NC2CCCC2)c2ccc(N3CCOCC3)cc2)c1 (centres undefined) | 1 | 15 | 0 | 0 | -0.6% | -1% | 2 | 0% | -3% |
| C=CCN1C(=O)CS/C1=C(\C#N)S(=O)(=O)c1ccc(C)cc1 | -8 | -11 | 11 | -2 | 1.2% | u | -2 | -16% | -1% |
| Cc1ccc(O)c(N=Cc2ccc(C)s2)c1 | 8 | -1 | 4 | -2 | -0.6% | -10% | -8 | -5% | -5% |
| CCOC(=O)c1[nH]c2ccccc2c1NC(=O)c1cc(OC)c(OC)c(OC)c1 | x | 21 | x | x | x | -5% | x | 0% | -3% |
| CCOC(=O)c1cc(-c2ccccc2)n(CCC(=O)Nc2cc(C)cc(C)c2)c1C | -1 | u | 23 | -5 | 1.3% | -4% | x | -1% | -4% |
| CCC1=C(OC(=O)N(CC)CC)N2C(=O)OC(=NCc3ccccc3)[C@]2(C)[C@H]2C1=CC[C@H]1C(=O)N(CC(=O)OC)C(=O)[C@H]12 | -10 | x | 0 | 1 | -3.1% | 11% | 4 | 1% | -3% |
| Cn1cnnc1SCC(=O)Nc1ccc(C#N)cc1 | -37* | -4 | 0 | -3 | -2.2% | -2% | -7 | 2% | -4% |
| O=C(NCc1ccccc1)c1cnc(Cl)c(Cl)c1 | 3 | -2 | 2 | -10 | 0.1% | 1% | 1 | -1% | 4% |
| O=C(Cn1ncc2c3ccccc3n(Cc3ccccc3F)c2c1=O)NC1CCCCCC1 | 15 | 6 | 2 | -2 | 2.1% | -8% | -2 | -3% | -2% |
| COc1ccccc1-c1nnc2sc(-c3cc4ccccc4o3)nn12 | -2 | -21 | 1 | -7 | 4.9% | x | -10 | u | -5% |
| Cc1ccccc1OCCSc1nc2ccc(NC(=O)c3ccco3)cc2s1 | -30 | x | 11 | -2 | 0.1% | -7% | -21 | 2% | -1% |
| CCCCN(CC)C(=O)Cn1cnc2sc(C)c(S(=O)(=O)N3CCC(C)CC3)c2c1=O | 5 | -4 | 5 | -4 | 0.4% | 7% | 16 | -6% | -2% |
| CCOc1ccc(CN2CCN(Cc3cccn3-c3ncccn3)CC2CCO)cc1 (centres undefined) | 13 | -7 | 5 | 8 | -0.8% | -15% | 11 | -1% | -1% |
| CCOc1ccc(C(=O)Nc2nnc(SCC(=O)NCC3CCCO3)s2)cc1 (centres undefined) | -7 | -6 | 7 | -2 | 2.4% | -4% | 5 | 1% | -16% |
| COCCCNC(=O)c1cc(Sc2nnc(C)s2)nc2ccccc12 | -5 | -5 | 1 | -5 | 2.0% | 3% | -7 | -2% | -4% |
| CCC1Oc2ccccc2N(CC(=O)NCCCN2CCC(C)CC2)C1=O (centres undefined) | -2 | 7 | -3 | -6 | 2.3% | 1% | 4 | 1% | -2% |
| CC(NC(=O)c1cccc(Nc2nc3ccccc3n3nnnc23)c1)c1ccccc1 (centres undefined) | -10 | 8 | 3 | 2 | 24% | -7% | 2 | -2% | -2% |
| Cc1ccc(C=O)c([B-](F)(F)F)c1 | x | -6 | x | x | x | 4% | x | 2% | -3% |
| Cc1cccc(-c2nc(CN3CCCC(C(=O)NC4CCCCCC4)C3)c(C)o2)c1 (centres undefined) | -15 | -22 | 27 | -4 | -0.2% | -1% | 21 | 6% | -1% |
| CCN(CCCNC(=O)CCn1c(=O)[nH]c2ccccc2c1=O)c1ccccc1 | -14 | 13 | 0 | 8 | -0.1% | -3% | 17 | 1% | 9% |
| CCOc1ccc(S(=O)(=O)NCCC(=O)NCCOc2ccccc2)cc1 | -9 | 7 | 0 | 1 | 0.0% | 0% | -5 | -7% | -2% |
| Cc1cccc(C)c1NC(=O)CN(C)C(=O)c1ccccc1Cc1ccccc1 | 0 | -5 | 1 | -8 | -0.7% | 4% | -3 | 1% | -5% |
| Cc1ccc(S(=O)(=O)n2nc(-c3ccc(Cl)cc3)nc2NCc2ccccc2)cc1 | -3 | x | 10 | -5 | 0.1% | 3% | 6 | -1% | -4% |
| COc1ccc(NS(=O)(=O)c2ccc3c(c2)CC(C)N3C(C)=O)c(OC)c1 (centres undefined) | -10 | 2 | 15 | -4 | -0.1% | 2% | 2 | 1% | -4% |
| Cc1nc(-c2cccc(NC(=O)Nc3ccccc3C(F)(F)F)c2)no1 | 6 | x | 0 | -6 | 6.8% | -2% | -11 | -2% | -5% |
| O=C(C1CCN(S(=O)(=O)c2cccc3nsnc23)CC1)N1CCc2ccccc21 | x | -9 | x | x | -0.4% | 9% | x | 2% | -5% |
| Cc1nc(N2CCN(S(=O)(=O)c3ccc(Br)cc3)CC2)c2c(C)c(C)sc2n1 | -9 | u | 3 | 0 | 2.6% | -18% | 3 | -7% | -3% |
| COc1ccc(-c2cc(C(F)(F)F)nc(S(C)(=O)=O)n2)cc1 | -22&-22 | -20&-16 | 2&1 | -1&-4 | 6.1%&3.6% | 3% | 3&13 | u | -12%&-16% |
| c1csc(CNc2ncnc3ccc(-c4ccc5c(c4)OCO5)cc23)c1 | -26&-10 | x | -1&6 | -3&-4 | 1.5%&0.4% | -15% | 8 | -7% | -3%&-2% |
| CCCN(CC1CCCO1)C(=O)c1cc(COc2cccc(OC)c2)on1 (centres undefined) | -8 | -4 | 7 | -2 | -1.9% | -10% | -16 | 2% | -3% |
| CN1CCN(c2nc3ccccc3nc2NS(=O)(=O)c2ccc(Br)cc2)CC1 | x | -14 | x | x | x | 10µM* | x | -10% | 0% |

In the list so far, these contain a thiophene ring, fused or not.
| mol | D1 antagonist | RXFP1 antag | D1 ag | D1 PAM | RXFP1 ag | Vif-A3F inh | D2 PAM | Vif-A3G inh | GRP78 ERSR act |
| --- | --- | --- | --- | --- | --- | --- | --- | --- | --- |
| O=C(CCS(=O)(=O)c1ccc(Cl)cc1)N1CCN(S(=O)(=O)c2cccs2)CC1 | -17 | -5 | 8 | -5 | 2.1% | 9% | 11 | 1% | -4% |
| CCc1sc(C(=O)N2CCc3cc(OC)c(OC)cc3C2CC(=O)O)cc1C (centres undefined) | 6 | 4 | 2 | -3 | 0.7% | 6% | -1 | 2% | -4% |
| O=C(O)Cn1cnc2scc(-c3cccs3)c2c1=O | -8 | -5 | 2 | -2 | 6.3% | 4% | 2 | 0% | -3% |
| Cc1ccc(O)c(N=Cc2ccc(C)s2)c1 | 8 | -1 | 4 | -2 | -0.6% | -10% | -8 | -5% | -5% |
| CCCCN(CC)C(=O)Cn1cnc2sc(C)c(S(=O)(=O)N3CCC(C)CC3)c2c1=O | 5 | -4 | 5 | -4 | 0.4% | 7% | 16 | -6% | -2% |
| Cc1nc(N2CCN(S(=O)(=O)c3ccc(Br)cc3)CC2)c2c(C)c(C)sc2n1 | -9 | u | 3 | 0 | 2.6% | -18% | 3 | -7% | -3% |
| c1csc(CNc2ncnc3ccc(-c4ccc5c(c4)OCO5)cc23)c1 | -26&-10 | x | -1&6 | -3&-4 | 1.5%&0.4% | -15% | 8 | -7% | -3%&-2% |

The list is partial (hit frequency here may not be typical).
